# High-throughput results deposited in PubChem by The Scripps Research Institute Molecular Screening Center.
# Pf gametocyte: kills late stage P. falciparum gametocytes; inhibition, % at 10.9 µM; 150,000 tested, 0.065% active; P. falciparum stage V gametocytes, ATP luminescence, 24 h;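 active means inhibition above the mean plus 3 SD of compounds within the control limits, set per campaign, cut at about 38% in these data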;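 further: 0% = DMSO wells and 100% = medium only without gametocytes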
# Starred values were filed as active, the others as inactive. Some of the compounds tested. The share of hits here may be higher or lower than overall.
SMILES,Pf gametocyte
O=C(C[C@H]1C/C=C\C[C@@H](Cc2ccc(F)cc2)C(=O)OC[C@H]2CCCN2C1=O)NCCO,6.9
C[C@@H]1COC(=O)[C@@H](CC(=O)OC(C)(C)C)C/C=C\C[C@@H](CC(=O)N[C@@H](CO)Cc2ccccc2)C(=O)N1,-10.4
COC(=O)c1c(-c2ccc(S(C)(=O)=O)cc2)sc2cc(OC)ccc12,-5.4
COc1ccc(CNC(=O)C2(CC3CC(c4ccccc4)=NO3)CCN(C(=O)c3cccc(O)c3)CC2)cc1 (configuration not stated),-3.6
O=C(NCCCN1CCOCC1)C(c1ccccc1)c1ccccc1,10.6
O=C(Nc1ccc([N+](=O)[O-])cn1)c1cccnc1,17.9
COc1ccccc1NC(=O)CN1CCN(c2ccc(F)cc2)CC1,3.5
CC(=O)Nc1ccc(C2=CC(=O)C[C@H](c3ccc(Cl)cc3)C2)cc1,14.0
O=C(c1ccc(F)cc1)C1CCN(Cc2ccccc2)CC1,16.8
c1ccc2c(c1)CC(N1CCCCC1)c1ccccc1S2 (configuration not stated),18.8
N#C/C(=C\c1ccc(Cl)cc1)C(=O)NC1CC1,-9.6
COc1ccc2ccn(S(=O)(=O)c3ccccc3)c2c1,-27.2

# Going on with the list.
SMILES,Pf gametocyte
O=C(Nc1ccncc1)c1ccc(Cl)c(Cl)c1,-12.7
O=[N+]([O-])c1ccccc1/C=C/CN1CCSCC1,28.6
COC(=O)c1ccc(Nc2ccc3nonc3c2[N+](=O)[O-])cc1,-9.7
COc1cc(CNCCCN2CCOCC2)c(Br)cc1OC(C)C,2.2
Cc1cccc(C(=O)NC(C)C2CC3CCC2C3)c1 (configuration not stated),6.4
c1ccc2oc(-c3ccc(Nc4nc(N5CCOCC5)nc(N5CCOCC5)n4)cc3)nc2c1,10.1
CC(C)c1ccc(C2/C(=C(/O)c3ccc(F)cc3)C(=O)C(=O)N2CCCN2CCOCC2)cc1 (configuration not stated),-8.6
CCOc1cc2c(cc1OCC)C(c1ccc(F)cc1)NCC2 (configuration not stated),-2.8
CS(=O)(=O)N(Cc1ccccc1)c1ccc(C(=O)Nc2ccc(C(N)=O)cc2)cc1,14.3
C[C@H]1CCC[C@@]2(O[C@@H](CCO)C[C@H](O)[C@H]2O)O1,-2.5
CC(C)(C)OC(=O)C[C@H]1C/C=C\C[C@H](CC(=O)N[C@H](CO)Cc2ccccc2)C(=O)N[C@H](C(C)(C)C)COC1=O,-3.0
CC1(C)C[C@H](O)[C@]2(CO)[C@H](O)C[C@]3(C)C(=CCC4[C@@]5(C)CC[C@H](O)C(C)(C)C5CC[C@]43C)[C@@H]2C1 (some centres not stated),-32.7

# The listing continues.
SMILES,Pf gametocyte
O=C(Nc1cccc(O)c1)C1CC(c2ccc(Cl)cc2)=NO1 (configuration not stated),-18.1
COc1cc(OC)c(C(=O)Nc2ncn[nH]2)cc1OC,-12.9
COc1ccc(C(=O)Nc2cccc3nc(C)ccc23)c(OC)c1,-20.7
Cc1cc(C)c(-c2c(O)c3cccnc3n(C)c2=O)c(C)c1,10.9
COc1ccc(N(CC(=O)N2CCN(Cc3ccccc3)CC2)S(C)(=O)=O)cc1OC,10.7
O=C(c1ccco1)N1CCN(S(=O)(=O)c2cc(Cl)ccc2Cl)CC1,25.7
CN1CCC(N(CCc2ccccc2)C(=O)CCC(=O)O)CC1,6.7
c1cncc(-c2ccc3[nH]ccc3c2)c1,-1.7
COc1cc(OC)cc(-c2c(C#Cc3ccsc3)c3cc(-c4ccc5c(c4)OCCO5)ccc3n2C)c1,10.3
Cc1ccc(CN2CCN(/N=C/c3ccc(O)c(O)c3)CC2)cc1,-17.1
O=C1c2cccc([N+](=O)[O-])c2C(=O)N1C1CCCCC1,0.2
COc1cccc(CN2CCN(CC#Cc3ccccc3)CC2CCO)c1 (configuration not stated),8.2

# By substructure, the entries above containing a tert-butyl group (2)
SMILES,Pf gametocyte
C[C@@H]1COC(=O)[C@@H](CC(=O)OC(C)(C)C)C/C=C\C[C@@H](CC(=O)N[C@@H](CO)Cc2ccccc2)C(=O)N1,-10.4
CC(C)(C)OC(=O)C[C@H]1C/C=C\C[C@H](CC(=O)N[C@H](CO)Cc2ccccc2)C(=O)N[C@H](C(C)(C)C)COC1=O,-3.0

# Following part.
SMILES,Pf gametocyte
C#CCOCCOCCOCCNc1nc(N2CCN(C(=O)[C@H](CCCCN)n3cc([C@@H](N)[C@H](C)CC)nn3)CC2)nc(N2CCN(C(=O)[C@H](CCC(=O)O)n3cc([C@@H](N)CCCCN)nn3)CC2)n1,-28.5
O=C(Nc1ccccc1)c1cn(CCBr)cn1,-12.2
Cc1cccc(N2C(=O)N3[C@H](c4ccc(Br)cc4)[C@@H]4C(=O)N(C(C)(C)C)C(=O)[C@@H]4[C@]3(Cc3ccc(Cl)cc3)C2=O)c1,-38.9
CCCC1CCC(c2ccc(OCC)cc2)=CC1=O (configuration not stated),-2.4
COc1ccccc1N1CCN(/N=C/c2cc(Br)ccc2F)CC1,2.9
CCCNC(=O)N1C2=NC(C(=O)OC)=C(C(=O)OC)[C@@H]3N(Cc4ccccc4)c4ccccc4[C@]23C[C@H]1CO,9.7
C=C[C@@H]1c2c(F)cccc2N(S(=O)(=O)c2ccc(C)cc2)[C@H](c2ccc(OC(C)=O)cc2)C1(C#N)C#N,-15.7
Cc1cccc(CCNC(=O)c2oc3c(C)c(C)ccc3c2C)n1,6.0
Cc1cccc(C)c1N(CC(=O)N(C)Cc1ccccc1)S(C)(=O)=O,7.5
CC(C)(C)OC(=O)NCc1ccc(CNC(=O)c2[nH]cnc2C(=O)N[C@@H](Cc2ccccc2)C(=O)OCc2ccccc2)cc1,-36.5
CCCC(=O)Nc1ccc(NCc2ccc(C)s2)cc1,16.9
CCOC(=O)C1=CC[C@@H](c2cccc(C)c2)N(S(=O)(=O)c2ccc(C)cc2)[C@H]1C(=O)OCC,5.5

# Further compounds.
Compound | Pf gametocyte
Cc1ccc(CNc2ccc(N3CCN(C)CC3=O)cc2)cc1 | -11.6
COc1ccc(-c2cc(C(=O)NC3CCCC3)c3ccccc3n2)cc1OC | -0.5
Cc1ccc(NC(=O)c2cnccn2)c(Br)c1 | -14.9
O=c1o[nH]c(-c2ccccc2)c1-c1ccccc1 | -14.2
O=C(O)CSc1nnc(-c2ccc(Cl)cc2Cl)n1-c1ccccc1 | 15.5
NCCCC[C@H]1CN=C(N)N1CC1CCCCC1 | 6.8
CCC(C)Sc1ccc(-c2nc3cc(C)ccn3c2NC2CCCCC2)cc1 (configuration not stated) | 7.5
C[C@@H]1CN([C@H](C)CO)C(=O)c2cccc(NC(=O)Nc3ccc(C(F)(F)F)cc3)c2O[C@H]1CN(C)S(=O)(=O)c1cccs1 | 1.1
C[C@@H]1COC(=O)[C@H](Cc2ccc(F)cc2)C/C=C\C[C@@H](CC(=O)N[C@H](CO)Cc2ccccc2)C(=O)N1 | 16.1
CCN1C(=NCCN2CCOCC2)N[C@@H](c2ccccc2)C(C(=O)OC)=C1C | 10.7
CCCCc1ccc(S(=O)(=O)Nc2nnc(C)s2)cc1 | 4.8
CCCNC(=S)N1CCC(C(=O)c2ccc(F)cc2)CC1 | 0.8
C=CC[C@H](CC(=O)N(CCO)Cc1ccccc1)C(=O)NC[C@@H](OC(=O)[C@@H](CC=C)Cc1ccc(F)cc1)c1ccccc1 | -40.8
CCc1ccc(C(C)NC(=O)C2CCCO2)cc1 (configuration not stated) | 8.9
C[C@@H]1CCC(=O)N(CC[C@H](Sc2ccccc2)c2ccccc2)CC1 | -4.8
O=C(NCc1cc(C(F)(F)F)cc(C(F)(F)F)c1)C1CC(c2ccccc2F)=NO1 (configuration not stated) | 14.5
Cc1ccc2nc(-c3ccncc3)[nH]c2c1 | -5.7
COc1ccc([C@@H]2[C@@H]3C(=O)N(C(C)(C)C)C(=O)[C@@H]3[C@]3(Cc4ccccc4)C(=O)N(c4ccc(OC)cc4)C(=O)N23)cc1 | -17.4
Cn1c(COc2ccc(Cl)cc2)nnc1SCC(=O)NC1CCCCC1 | 11.1
COc1ccc(CCNC(=O)C(=O)c2c[nH]c3ccccc23)cc1OC | -17.8
O=S(=O)(N/N=C\C=C\c1ccccc1)c1ccccc1 | 9.9
COC(=O)c1c(NC(=O)CSc2ncnc3ccccc23)sc(C)c1C | -16.8
O=c1[nH]c(/C=C/c2cccc([N+](=O)[O-])c2)c([N+](=O)[O-])c(=O)[nH]1 | -14.5
C[C@H](CO)N1C[C@H](C)[C@@H](CN(C)C)Oc2c(NS(=O)(=O)c3ccccc3)cccc2C1=O | 22.6
COc1ccc(C2=CC(=O)C[C@H](c3ccc(F)cc3)C2)cc1F | -18.4
CC[C@@]12C(=O)N(c3cccc(F)c3)C(=O)N1[C@H](c1ccc(OC)cc1)[C@@H]1C(=O)N(C(C)(C)C)C(=O)[C@@H]12 | -12.4
COc1ccc(NC(=O)C2CC(c3c(F)cccc3Cl)=NO2)cc1OC (configuration not stated) | 6.7
O=C(Nc1ccccc1N1CCN(c2ccccc2)CC1)C1CCCCC1 | 11.2
COc1cccc(C2CC(=O)Nc3cc(OC)c(OC)cc32)c1 (configuration not stated) | 2.3
Cc1ccc(C(=O)O)cc1NCc1ccncc1 | 3.3

# As a working copy, some entries already given:
Compound | Pf gametocyte
Cc1ccc(CNc2ccc(N3CCN(C)CC3=O)cc2)cc1 | -11.6
COc1ccc(-c2cc(C(=O)NC3CCCC3)c3ccccc3n2)cc1OC | -0.5
Cc1ccc(NC(=O)c2cnccn2)c(Br)c1 | -14.9
O=c1o[nH]c(-c2ccccc2)c1-c1ccccc1 | -14.2
O=C(O)CSc1nnc(-c2ccc(Cl)cc2Cl)n1-c1ccccc1 | 15.5
NCCCC[C@H]1CN=C(N)N1CC1CCCCC1 | 6.8

# More structures follow:
Compound | Pf gametocyte
CCOC(=O)c1cc(-c2nnc(-c3cc(OC)c(OC)c(OC)c3)o2)c(C)nc1C | 18.0
Cc1cc(C)c2c3c(c(-c4ccccc4)n2n1)c(=O)n(C)c(=O)n3C | -5.1
S=C(NCc1ccccc1)Nc1nccs1 | 7.5
COC(=O)C1=CN(Cc2ccc(OC)c(OC)c2)C=C(C(=O)OC)C1c1ccc(F)cc1 | 0.6
C=CCN1c2ccccc2[C@]23C[C@@H](C(=O)OC)N(C(=O)NC4CCCC4)C2=NC(C(=O)OC)=C(C(=O)OC)[C@H]13 | 9.4
C[C@@H]1O[C@@H](O[C@H]2[C@H](O[C@H]3C[C@]4(C)C(C[C@@H](O)C5C([C@]6(C)CC[C@@H](C(C)(C)O)O6)CC[C@]54C)[C@@]4(C)CC[C@H](O)C(C)(C)C34)O[C@H](CO)[C@@H](O)[C@@H]2O)[C@H](O)[C@H](O)[C@H]1O (some centres not stated) | -10.8
CCOC(=O)c1nc(NNC(=O)c2ccc([N+](=O)[O-])cc2)sc1C | -30.7
Cc1ccc(C)c(N(CC(=O)NC(C)C)C(=O)CCC(=O)Nc2ccccn2)c1 | 10.5
CCCc1c(C)nc(N2CCN(c3ccccc3OC)CC2)[nH]c1=O | 2.6
CCCCCOc1cccc(C2C(C(=O)c3cccs3)=C(O)C(=O)N2CCN2CCOCC2)c1 (configuration not stated) | -14.1
Cc1ccc(-c2nc(-c3ccncc3)no2)cc1C | 10.0
O=C(NNC(=O)C1CC=CCC1)c1cccc(Br)c1 (configuration not stated) | -15.5
O=c1ccn([C@@H]2O[C@H](COS(=O)(=O)O)[C@@H](O)[C@H]2O)c(=O)[nH]1 | -8.0
O=C(CCC1CCCCC1)Nc1cccc(C(=O)Nc2ccc(C(=O)O)cc2)c1 | -1.7
C=CC[C@@H](CC(=O)NCCO)C(=O)N[C@H](C)COC(=O)[C@@H](CC=C)Cc1ccc(F)cc1 | -14.0
COC(=O)c1cc(Cl)cc2c(CCO)c[nH]c12 | 16.1
OCC[C@H]1C[C@@H](O)[C@H](O)[C@@]2(Cc3ccccc3CO2)O1 | 7.8
CCSc1ccc([C@@H]2[C@@H]3C(=O)N(CC)C(=O)[C@@H]3[C@]3(C(=O)OC)CCCN23)cc1 | -24.5
Cc1ccc(C(=O)Nc2ccncc2)c(Cl)c1 | 15.1
O=C(/C=C/c1ccc(Cl)cc1)N1CCN(CCN2C(=O)c3cccc4cccc(c34)C2=O)CC1 | -7.8
O=C(c1ccccc1[N+](=O)[O-])N1N=C(c2ccccc2)CC1(O)C(F)(F)F (configuration not stated) | -9.6
Cc1ccc(C2/C(=C(\O)c3c(C)nc4c(C)cccn34)C(=O)C(=O)N2CCN(C)C)o1 (configuration not stated) | -1.6
O=[N+]([O-])c1ccc(N2CCCCC2)nc1 | -9.5
O=[N+]([O-])c1ccccc1Nc1cccnc1 | 18.8
COC(C/C=C\[C@H](O)[C@@H](C)OCc1ccccc1)OC | 9.8
COc1ccc2cc(-c3cccnc3)ncc2c1 | -1.1
COc1ccc(/C=C/c2c(-c3cccc(C)c3)oc3ccc(-c4ccc5c(c4)OCO5)cc23)cc1 | -0.5
Cc1ccn2c(NC3CCCCC3)c(-c3cccc(-c4cccc(Cl)c4)c3)nc2c1 | 2.0
CC(=O)N(CCc1ccccc1)Cc1cc2cc(C)ccc2[nH]c1=O | -8.6
COc1cc2sc3cc(NCc4ccc(C)o4)ccc3c(=O)c2cc1OC | -23.9

# Laid out differently: entries from further up
mol: COc1cc2sc3cc(NCc4ccc(C)o4)ccc3c(=O)c2cc1OC
- Pf gametocyte: -23.9
mol: COC(C/C=C\[C@H](O)[C@@H](C)OCc1ccccc1)OC
- Pf gametocyte: 9.8

# (next part)
Compound | Pf gametocyte
CCOC(=O)C1=C(C)N=c2s/c(=C\c3ccc(OCC(=O)O)cc3)c(=O)n2C1c1ccc(Cl)cc1 (configuration not stated) | 0.1
O=C(O)c1ccccc1-c1ccccc1C(=O)Nc1ccccc1-c1ccccc1 | 1.9
COc1ccc(C#Cc2c(C=O)n(C)c3ccccc23)cc1 | -4.2
CC1CCN(c2ccc(S(=O)(=O)Nc3cc(C(=O)O)cc(C(=O)O)c3)cc2[N+](=O)[O-])CC1 | 9.0
CCc1ccc2[nH]c3nc(SCCN4CCOCC4)nnc3c2c1 | 3.2
CC1(C)CC(NS(=O)(=O)c2ccc(F)cc2)CC(C)(C)N1 | -8.2
Nc1nc(N)nc(-c2cc(C(F)(F)F)ccc2Cl)n1 | 4.4
C[C@H](CO)N1C[C@H](C)[C@@H](CN(C)S(C)(=O)=O)Oc2ccc(NC(=O)Nc3ccc(C(F)(F)F)cc3)cc2C1=O | -1.4
COc1cccc(-c2sc3ccc(OC)cc3c2-c2ccc(OCCN3CCOCC3)cc2)c1 | -14.6
